Source: PubChem BioAssay (The Scripps Research Institute Molecular Screening Center)
OXTR agonist: human OXTR agonists, primary screen, fluorescence, CHO-OTR cells, Fluo-8 calcium. Oxytocin receptor (Homo sapiens), P30559. Fluo-8 calcium fluorescence; normalized: DMSO 0%, oxytocin 100%. activation, % at 3 µM. 0.32% of 320,000 active. AID 2435, 2010;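 active means activation above the mean of all tested compounds plus 3 SD, cutoff set per screening run, cut at about 20% in these data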;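 further: peak over basal fluorescence ratio from a 100 s FLIPR kinetic read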
M1 PAM parental: nonselective calcium activators in parental CHO-K1 cells, primary screen, counter-screen for M1 PAM project, cell-based, Fluo-8 calcium fluorescence, full deck, 1536-well; ATP EC20; 0% at ATP EC20, 100% at ATP max; activation, % at 3 µM; 0.02% of 360,000 active;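 active means activation above the run cutoff, the mean activation of all test compounds plus 3 SD, cut at about 40% in these data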;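 further: peak over basal fluorescence ratio in a 140 s read after ATP addition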
TAAR1 antag: human TAAR1 antagonists, primary screen, Fluo-8 calcium fluorescence, CHO RD-HGA16 cells. 1.5% of 360,000 active. antagonist. inhibition, % at 3 µM. Trace amine-associated receptor 1 (Homo sapiens), Q96RJ0;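 active means inhibition above a per-plate cutoff, the mean inhibition of test compounds on that plate plus 3 SD, cut at about 49% in these data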;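 further: 0% = DMSO plus EC80 beta-PEA response and 100% = DMSO alone without agonist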
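Material: CHO RD-HGA16 cells bearing hTAAR1; compound dosing: one-point dosing, 3 µM nominal final; schedule: dye loading 75 min at 37 °C, then 30 min room temperature; measured by: calcium fluorescence with Fluo-8; control set: vehicle and agonist controls; replication: n of 1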
GPR7 antagonist: GPR7 receptor antagonists, primary screen, cell-based, fluorescence, single concentration | GPR7-expressing cells, fluorescence antagonist assay | inhibition, % at 4.4 µM | 1.1% of 290,000 active; in the data active means inhibition above about 16%, passing the limit was not always enough;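 further: cells stimulated with the agonist NPW; 0% = agonist with vehicle and 100% = vehicle without agonist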
Target sequence (P48145 whole entry, looked up): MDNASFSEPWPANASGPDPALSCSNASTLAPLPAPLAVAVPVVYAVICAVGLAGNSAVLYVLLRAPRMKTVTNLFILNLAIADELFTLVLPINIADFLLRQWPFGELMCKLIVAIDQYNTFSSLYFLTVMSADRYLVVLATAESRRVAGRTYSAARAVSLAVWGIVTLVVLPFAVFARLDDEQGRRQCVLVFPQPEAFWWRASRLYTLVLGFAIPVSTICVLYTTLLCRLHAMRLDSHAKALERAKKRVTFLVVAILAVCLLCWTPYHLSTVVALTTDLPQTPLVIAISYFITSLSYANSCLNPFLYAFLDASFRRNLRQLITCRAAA
V1aR counter: agonists of human V1a receptor, primary screen, counter-screen for OXTR agonist project, fluorescence, CHO-V1R cells; Fluo-8 calcium fluorescence, agonist mode; 0% DMSO, 100% 3 nM vasopressin; activation, % at 3 µM; 0.25% of 320,000 active;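 active means activation above the mean activation of all tested compounds plus 3 SD, per screening run, cut at about 20% in these data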;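 further: signal is peak over basal fluorescence ratio across a 100 second FLIPR read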
Target sequence (P37288 whole entry, looked up): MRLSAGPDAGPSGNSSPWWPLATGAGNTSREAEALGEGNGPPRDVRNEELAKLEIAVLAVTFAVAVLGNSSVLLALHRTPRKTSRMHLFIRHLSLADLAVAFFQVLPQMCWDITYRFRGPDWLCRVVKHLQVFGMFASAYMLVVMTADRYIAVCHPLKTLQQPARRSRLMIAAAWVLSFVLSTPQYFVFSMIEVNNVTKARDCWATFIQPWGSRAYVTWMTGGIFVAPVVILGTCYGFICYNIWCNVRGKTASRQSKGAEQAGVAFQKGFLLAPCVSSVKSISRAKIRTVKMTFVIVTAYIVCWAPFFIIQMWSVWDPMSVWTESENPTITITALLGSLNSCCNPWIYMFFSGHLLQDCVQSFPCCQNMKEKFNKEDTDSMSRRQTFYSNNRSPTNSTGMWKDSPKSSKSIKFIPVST
CHO-K1 Ca ag: counter-screen for M1 agonists: effect in parental CHO-K1 cells. 0.48% of 360,000 active. Fluo-8 calcium fluorescence; scaled to maximal ATP response, vehicle zero. activation, % at 3 µM; in the data active means activation above about 15%;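 further: untransfected CHO-K1 host cells lacking M1 receptor as counterscreen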
CHO parental Ca: ATP-evoked calcium signal inhibitors, parental CHO, primary screen, counter-screen for OX1R antagonist project, cell-based, fluorescence, Fluo-8 calcium dye; parental CHO-K1, ATP-induced calcium, Fluo-8 fluorescence; inhibition, % at 5.6 µM; AID 463079, 2010; 0.63% of 330,000 active;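 active means inhibition above that plate's mean sample inhibition plus 3 SD, cut at about 26% in these data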;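 further: 0% = ATP-challenged DMSO wells and 100% = DMSO wells without ATP; some compounds past the cut are filed as inactive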
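Test system: parental CHO cells; detection: calcium-sensitive Fluo-8 fluorescence; evaluation: percent inhibition of calcium signal; also added: ATP as calcium-mobilizing challenge; repeats: one well per compound; control set: ATP-challenged DMSO wells low, unchallenged DMSO wells high; compound: single nominal dose of 5.6 µM per compound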
OXTR potentiate: human OXTR potentiators, primary screen, fluorescence, CHO-OTR cells, Fluo-8 calcium; AID 2445, 2010; Oxytocin receptor (Homo sapiens), P30559; Fluo-8 calcium fluorescence, potentiator mode; 0% = oxytocin EC15, 100% = EC100; activation, % at 3 µM; 0.061% of 320,000 active;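 active means activation above that plate's cutoff, the mean activation of tested compounds plus 3 SD, cut at about 6.6% in these data, passing the limit was not always enough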;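 further: 100% uses oxytocin at 75 nM as the full agonist control; some results filed as inactive read as strong as hits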
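Material: CHO-OTR cells, human receptor; compound dosing: single dose, 3.0 µM nominal final compound concentration; schedule: 6 min compound pre-incubation at room temperature, 100 s kinetic read; measured by: kinetic Fluo-8 calcium fluorescence; read-out basis: % activation vs EC15 and EC100 oxytocin; controls: EC15 oxytocin alone as 0%, 75 nM oxytocin as 100%; replicates: singlicate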
CHO-K1 Ca antag: M1 antagonist counterscreen hit in parental CHO-K1 cells | 0.6% of 360,000 active | ATP-induced calcium, Fluo-8 fluorescence | inhibition, % at 3 µM;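 active means inhibition above a per-plate cutoff, the plate's mean sample inhibition plus 3 SD, cut at about 24% in these data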;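 further: 0% = DMSO plus EC80 ATP and 100% = DMSO alone without ATP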
Numbers without * were called inactive; nt = not tested or not shown.

smiles,OXTR agonist,M1 PAM parental,TAAR1 antag,GPR7 antagonist,V1aR counter,CHO-K1 Ca ag,CHO parental Ca,OXTR potentiate,CHO-K1 Ca antag
Cc1cc(C)c(S(=O)(=O)NCCCN2CCOCC2)cc1Br,-0.1,4,7,-2,1.2,3.3,-8,-7,-4
CCOc1cc(CNc2ncn[nH]2)ccc1OCC(=O)NC(C)(C)C,0.2,1,-19,-2,-0.3,0.1,1,-4,4
COc1cc(CC(=O)Nc2sc3c(c2C(N)=O)CCCC3)cc(OC)c1OC,3.7,-18,8,-3,8.5,3.0,0,-6,-10
Cc1ccc(S(=O)(=O)N(C)C)cc1NC(=O)c1n[nH]c(=O)c2ccccc12,0.3,8,-16,-13,1.9,3.0,-18,-2,-4
CC(C)NC(=O)CSc1ccccc1C(=O)N1CCN(S(=O)(=O)/C=C/c2ccccc2)CC1,-1.9,6,-6,nt,0.0,1.0,-16,-4,-8
Cc1cc2cc(C(=O)N3CCc4c([nH]c5ccccc45)C3c3ccccn3)ccc2o1 (stereo not drawn),-0.5,10,-13,-19,0.0,-0.1,-27,-6,4
O=C(CCn1c(=O)oc2ccccc21)Nc1nc2ccccc2s1,-0.9,22,10,-9,1.8,1.6,-1,-8,-10
C=CCNC(=S)Nc1ccc(C)cc1[N+](=O)[O-],-0.2,0,-19,-19,0.2,0.5,-6,0,-8
O=C(c1ccc2noc(-c3ccccc3)c2c1)N1CCN(c2ccccc2)CC1,nt,8,-9,nt,nt,0.7,nt,nt,0
COCCNC(=O)c1cccc(OC2CCN(Cc3ccc(C(C)C)cc3)CC2)c1,0.2,-4,-6,-3,2.3,1.6,-32,-6,0
CCOc1ccc(N(CC(=O)OC)S(=O)(=O)c2ccc(OC)c(OC)c2)cc1,-1.8,-7,-9,-8,0.3,2.1,-16,-10,8
O=C(NCC1CCNCC1)c1ccncc1,0.7,-1,-25,-14,0.9,0.5,-3,-1,0
Cc1ccc(-n2c(-c3ccccc3)n[nH]c2=S)c(C)c1,2.0,18,16,-21,0.2,0.3,-12,-6,-6
C[C@@H]1CN([C@H](C)CO)C(=O)c2cc(Br)cnc2O[C@H]1CN(C)C(=O)Cc1ccccc1,nt,-8,16,nt,nt,-0.2,nt,nt,6
COC(=O)c1ccc(NC(=O)COc2coc(CN3CCc4ccccc43)cc2=O)cc1,0.7,16,-17,nt,1.2,0.7,-5,3,-7
O=C(C1CC1)N1CCCN(C(=O)C2CC2)CC1,0.1,-6,20,-6,0.6,0.1,8,-17,11
O=C1CSC(c2ccc(Cl)cc2)N1c1cccnc1 (stereo not drawn),0.2,-8,-15,-13,1.4,7.0,0,-7,10
Cc1ccc(N/C(=C\C(=O)c2ccccc2)C(=O)O)cc1,-0.1,-6,-14,-7,1.3,0.0,-5,-9,0
COc1ccc(N(CC(=O)NCc2cccnc2)S(=O)(=O)c2c(C)nn(C)c2C)cc1,-0.5,1,7,-11,-0.3,1.7,-11,-6,-4
Cn1c(=O)c2c(nc(OCc3ccc4c(c3)OCO4)n2Cc2ccccc2Cl)n(C)c1=O,-0.7,6,-12,-9,-0.8,-0.2,-12,-12,-5
O=C(CSc1ccc(Cl)cc1)N1CCN(c2ncc(C(F)(F)F)cc2Cl)CC1,1.8,9,-4,-8,3.5,0.5,-26,-3,-1
Cc1c(CN2CCC(CO)(CCOc3ccccc3)CC2)[nH]c2ccc(Cl)cc12,8.2,6,-6,-2,3.8,3.0,10,-15,-1
COc1cc(C)c(C(=O)CC(=O)c2c(C)cc(OC)cc2C)c(C)c1,0.2,-14,-9,nt,0.4,-0.1,-23,1,-1
COc1cc(C)c(C)cc1S(=O)(=O)N1CCCc2ccccc21,-3.1,-5,10,1,0.7,0.1,7,-11,4
OCCN1CCN(Cc2ccc3ccccc3c2)CC1,1.4,7,-12,-4,1.5,0.4,1,-3,-5
Cc1ccc(NC(=O)Cn2nnc3ccccc3c2=O)cc1,0.1,-6,12,-15,0.3,0.9,-11,1,-10
O=C(C(=O)N1CCN(c2ccccc2F)CC1)c1c[nH]c2ccccc12,4.9,7,-12,-4,3.5,3.9,-23,-7,-18
CNC(=O)c1ccsc1NC(=O)c1ccc(S(=O)(=O)N2CCOCC2)cc1,1.1,22,18,2,3.2,5.8,-9,-8,-6
CC(C)N(C(=O)COC(=O)CNS(=O)(=O)c1ccccc1F)c1ccccc1,-0.2,1,-11,-13,-0.1,6.6,-14,-9,-7
Cc1cc(C)n(C(=O)/C(C#N)=C/N(C)C)n1,0.1,31,13,5,0.7,2.2,-4,-11,-12
O=C(c1ccc(CS(=O)(=O)Cc2ccccc2)cc1)N1CCCCC1,1.4,-16,-2,-9,6.0,2.4,5,-2,-6
Cc1ccc(NC(=O)c2ccc(S(=O)(=O)NCC3CCCO3)cc2)cc1C (stereo not drawn),0.6,13,-1,2,2.5,1.7,-8,-16,-8
CCOC(=O)[C@H]1[C@H]2COc3ccc(C)cc3[C@@H]2N2C(=O)CN(Cc3ccc(F)cc3)C(=O)[C@@]12C,-0.3,-19,16,nt,2.5,0.2,-26,-1,4
O=C(NNc1cc(N2CCOCC2)nc(N2CCOCC2)n1)c1ccc(Cl)cc1Cl,0.9,1,3,3,2.2,3.2,-7,-8,6
COc1ccc(S(=O)(=O)N2CCN(Cc3cc(OC)c(OC)c(OC)c3)CC2)cc1,nt,9,-2,13,nt,-0.2,nt,nt,2
CCN(CC)S(=O)(=O)c1cccc(NC(=O)CC2CCCC2)c1,-1.4,22,-2,-6,-0.2,0.6,-9,-8,-6
CSc1nc(=O)n2cccc(C)c2n1,0.2,19,7,-8,0.1,2.8,-16,1,-16
O=C(NCc1cc(C(F)(F)F)cc(C(F)(F)F)c1)C1CC(c2ccc(C(F)(F)F)cc2)=NO1 (stereo not drawn),0.8,20,4,nt,0.2,-0.1,-11,3,-15
FC(F)(F)c1ccc(C2[C@H]3CN(Cc4cccnc4)[C@H](c4ccccc4)C34CC2(c2cccnc2)C4)cc1 (stereo partly drawn),-1.4,10,1,nt,0.7,-0.4,-42,-8,-18
NC(=O)c1ccccc1OCC(=O)O,1.2,-1,-10,3,-0.5,0.1,8,-2,3
C=CCN1C(=O)/C(=c2\sc3nc(=O)c(Cc4ccccc4)nn3c2=O)c2ccccc21,-0.3,18,-13,-24,1.5,0.6,-9,-4,-16
NC(=O)c1ccsc1NC(=O)C1CCN(S(=O)(=O)c2cccs2)CC1,2.1,14,39,nt,1.4,6.5,-12,-9,-6
Cc1cc(F)ccc1S(=O)(=O)N1CCCOC1CNC(=O)C(=O)NCC(C)C (stereo not drawn),-0.9,-24,-13,-21,-0.6,0.6,-9,-11,8
COc1ccccc1NC(=O)C1=C(C)NC(=O)NC1c1ccc(C)cc1 (stereo not drawn),-0.7,-2,-5,10,-0.1,-0.1,-5,-3,-1
CSc1ncc(Cl)c(C(=O)C(C#N)c2nc3c(C)cc(C)cc3c(=O)[nH]2)n1 (stereo not drawn),-1.0,-7,-2,0,0.3,-0.2,0,-7,10
O=C(CSc1nnc(-c2cccs2)o1)N1CCCCC1,0.4,-3,-9,-5,1.1,0.1,-8,0,0
CN(Cc1ccccc1)C(=O)c1ccc2sc([C@H]3C[C@H](O)[C@@H](CO)O3)nc2c1,nt,10,2,nt,nt,0.4,nt,nt,-2
COc1cccc(OCC(O)CN2CCOCC2)c1 (stereo not drawn),0.4,3,5,-9,0.6,3.3,-5,-11,-2
CCOc1ccccc1NC(=O)c1cc(S(=O)(=O)N2CCN(CC)CC2)ccc1Cl,-1.1,-9,-13,-2,-1.7,0.2,-22,1,8
C=CCOc1ccccc1CNCCCN1CCOCC1,-0.5,5,7,20,1.5,0.3,-14,0,-15

Next section:
smiles,OXTR agonist,M1 PAM parental,TAAR1 antag,GPR7 antagonist,V1aR counter,CHO-K1 Ca ag,CHO parental Ca,OXTR potentiate,CHO-K1 Ca antag
O=C(NCc1nnc(SCC(=O)N2CCN(c3ccccc3)CC2)o1)c1c(F)cccc1Cl,0.2,25,-6,1,1.5,1.7,-11,-4,-10
O=C(CSc1nc(-c2cccs2)cc(C(F)(F)F)n1)NCc1ccccc1,-0.8,-8,-5,-3,-1.0,0.2,-16,-4,-7
Nn1c(SCC(=O)Nc2nccs2)nnc1-c1ccco1,nt,-30,-22,nt,nt,-0.2,nt,nt,8
CCC1CCCCN1c1nc(-c2ccncc2)nc2ccccc12 (stereo not drawn),-1.7,-4,-1,-7,-1.4,-1.0,-36,-4,1
CC(C)(C)c1ccc(Oc2coc3cc(OCC(=O)O)ccc3c2=O)cc1,-0.6,-4,-3,6,-1.5,0.3,2,-4,-14
Cc1ccccc1OCCC(=O)OCC(=O)Nc1cc(S(=O)(=O)N2CCOCC2)ccc1Cl,2.2,19,-7,-4,5.1,4.0,-12,-4,-10
COc1ccc(NC(=O)c2noc3c2CCCCC3)cc1,0.6,-8,1,-1,0.2,1.2,-10,-2,-13
O=C(CSCc1ccccc1)Nc1ccc(F)c(F)c1,-1.9,-4,-2,-8,4.6,1.4,-8,-4,3
CCc1cc(Cn2nc(-c3ccccc3)cc2C(=O)NCc2cccs2)on1,2.1,8,63*,nt,2.7,2.4,50*,-16,-9
Cc1ccc(-n2c(-c3nn(C)c(C)c3Cl)n[nH]c2=S)cc1,0.2,1,3,-9,0.1,-0.1,-8,-6,0
N#Cc1ccc(OCC(O)CN2CCN(c3ncc(C(F)(F)F)cc3Cl)CC2)cc1 (stereo not drawn),7.3,-13,-5,7,12,5.8,-7,-10,5
CCOCCCNC(=S)NCCNc1nc2c(C)cccc2cc1C#N,1.9,5,nt,-11,3.5,-0.4,-17,-7,-9
CCCCCCCCN1C(=O)[C@H](CC(=O)N2CCN(C(=O)OCC)CC2)C[C@@]2(C(=O)OC)CCCCC=C12,nt,-1,-7,nt,nt,0.3,nt,nt,-26
Cc1ccc(-c2nc3ccc(Br)cn3c2CC(C)(C)C)cc1,nt,23,-19,nt,nt,0.7,nt,nt,-7
